Compound activity (PubChem BioAssay)
TNAP inh noacc: blocks human TNAP activity with no phosphate acceptor present | purified TNAP, CDP-star luminescence, 30 min | inhibition, % at 20 µM | hit rate 0.26% among 200,000 | P05186;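 active = tissue-nonspecific alkaline phosphatase inhibition above about 50% at 20 µM in the single-dose screen, limit read from the data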;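 note: 0% = DMSO negative control and 100% = EDTA positive control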
Target sequence (P05186 whole entry, looked up): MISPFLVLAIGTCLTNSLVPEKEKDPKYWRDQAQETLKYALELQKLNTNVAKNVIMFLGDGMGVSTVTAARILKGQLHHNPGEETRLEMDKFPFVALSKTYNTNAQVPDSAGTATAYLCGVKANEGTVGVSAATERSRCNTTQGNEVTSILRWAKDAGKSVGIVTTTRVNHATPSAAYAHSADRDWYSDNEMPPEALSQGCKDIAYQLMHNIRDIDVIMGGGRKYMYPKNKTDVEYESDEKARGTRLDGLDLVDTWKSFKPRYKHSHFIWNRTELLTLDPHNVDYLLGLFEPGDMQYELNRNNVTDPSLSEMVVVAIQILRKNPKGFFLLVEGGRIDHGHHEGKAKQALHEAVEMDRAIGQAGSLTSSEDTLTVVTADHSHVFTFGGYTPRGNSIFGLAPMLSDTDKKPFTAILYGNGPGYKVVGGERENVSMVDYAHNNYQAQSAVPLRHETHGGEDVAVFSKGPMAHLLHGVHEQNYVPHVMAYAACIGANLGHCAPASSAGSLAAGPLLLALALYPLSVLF
Diaph inh CS: counter-screen for diaphorase-based assays: diaphorase inhibitors and chemical oxidizers; diaphorase resazurin-to-resorufin fluorescence, NADH, 16 min; bacterial (C. kluyveri) enzyme, not human; inhibition, % at 20 µM; hit rate 0.69% among 190,000; AID 1217;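 active = primary screen inhibition at 20 µM above a set limit, cut at about 50% in these data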;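 note: plate controls were DMSO with full reaction for no effect and wells lacking NADH for full effect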
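controls = No-NADH positive control and DMSO neutral control | system = Clostridium kluyveri diaphorase enzyme | timing = reaction incubation of 16 min at room temperature | signal = resorufin fluorescence 544/590 nm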
PMI act hi M6P: activators of human phosphomannose isomerase at near-saturating mannose 6-phosphate; P34949; coupled PMI enzyme assay, resazurin fluorescence, 20 min; active compounds read high; 1 = untreated enzyme, 0 = substrate-free blank; activation factor at 20 µM; hit rate 0.34% among 190,000; AID 1216;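 active = activation factor of 2 or more at 20 µM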
Target sequence (P34949 whole entry, looked up): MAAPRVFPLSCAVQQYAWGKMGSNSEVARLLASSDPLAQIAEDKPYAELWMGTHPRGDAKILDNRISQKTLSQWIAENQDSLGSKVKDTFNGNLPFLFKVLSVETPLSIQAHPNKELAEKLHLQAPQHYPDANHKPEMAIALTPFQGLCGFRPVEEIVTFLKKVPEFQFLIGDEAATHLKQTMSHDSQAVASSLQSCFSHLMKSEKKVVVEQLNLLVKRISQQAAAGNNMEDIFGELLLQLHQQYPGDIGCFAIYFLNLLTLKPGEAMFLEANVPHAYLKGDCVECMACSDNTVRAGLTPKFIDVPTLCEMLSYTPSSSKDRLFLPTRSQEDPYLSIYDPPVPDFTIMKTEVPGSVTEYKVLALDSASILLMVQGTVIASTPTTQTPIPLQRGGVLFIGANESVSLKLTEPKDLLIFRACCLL
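Material: human phosphomannose isomerase with PGI, G6PDH, diaphorase coupling enzymes; amount: PMI at 15 ng/mL final; also added: Mannose-6-phosphate 1.0 mM (near-saturating) plus 0.22 mM NADP+; incubation: enzyme reaction with compound 20 min at room temperature; signal: resorufin fluorescence (Ex 544/Em 590 nm) from resazurin via diaphorase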
TNAP act hi DEA: activators of human TNAP at high phosphate acceptor concentration. P05186. purified TNAP, CDP-star luminescence, 1 M DEA, 30 min; active compounds read high; 0 = EDTA background, 1 = DMSO-only activity. activation factor at 20 µM. 200,000 tested, under 10 active;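 active = activation factor at least 2 at 20 µM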
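Test system – human TNAP · Doses – 20 µM single point · Incubation – 30 min, room temperature · Signal – luminescent substrate turnover signal · Read-out basis – activation factor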
G6PDH counter: inhibits Leuconostoc G6PDH, flagging false hits in G6PDH-based assays; Purified L. mesenteroides G6PDH, diaphorase/resazurin coupled fluorescence, 45 min; inhibition, % at 5 µM; hit rate 0.12% among 200,000; in the data active = inhibition above about 50%
Efa HMGR inh: inhibitors of class II HMG-CoA reductase from Enterococcus faecalis | hit rate 0.41% among 190,000 | inhibition, % at 10 µM | AID 1066 | purified E. faecalis HMGR, NADPH absorbance 340 nm kinetic;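 active = inhibition above a set limit, the median over all tested compounds plus 3 SD, cut at about 9.5% in these data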;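 note: enzyme runs in reverse so mevalonate oxidation gives rising NADPH absorbance; 0% = complete reaction with DMSO and 100% = background rate lacking mevalonate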
PMI activator: activators of human phosphomannose isomerase; P34949; purified human PMI, coupled resazurin fluorescence, 20 min; active compounds read high; 1 = vehicle control, 0 substrate-free wells; activation factor at 20 µM; hit rate 0.005% among 190,000; AID 1214;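 active = activation factor of 2 or more at 20 µM, relative to plate controls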
Diaph act CS: activates diaphorase or chemically reduces, flagging diaphorase assay artifacts. Diaphorase/resazurin coupled assay, resorufin fluorescence, 16 min; active compounds read high; 1 = vehicle wells, 0 = NADH-free wells. activation factor at 20 µM. hit rate 0.005% among 190,000;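 active = diaphorase activity raised at least twofold by the compound at 20 µM; inactive = activation factor below 2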
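Material: bacterial diaphorase enzyme (C. kluyveri); amount: enzyme 0.07 U/mL final; reagent: NADH substrate 0.114 mM plus resazurin dye 0.1 mM, final; doses: single compound dose of 20 µM, 1% DMSO final; timing: 16 min enzyme reaction, ambient temperature; measured by: fluorescence of resorufin, 544 nm excitation, 590 nm emission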
FLuc stim CS: firefly luciferase counter-screen for stimulation assays | activation factor at 10 µM | AID 1027 | ATPlite luciferase biochemical, luminescence, 10 min; 0 = ATP-free wells, 1 = DMSO control | 200,000 tested, under 10 active;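 active = luciferase activation factor, scaled between plate controls, of at least 2 with compound at 10 µM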
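Assay system: Luciferase/luciferin detection reagent, cell-free biochemical luciferase assay / Also added: ATP substrate / Schedule: 10 min at ambient temperature / Measured by: luminescence measurement of luciferase light output / Benchmarks: low control with PBS replacing ATP, high control enzyme plus ATP without compound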
TNAP inh hiacc: blocks human TNAP under high phosphate acceptor concentration. P05186. purified TNAP, CDP-star luminescence, 1 M DEA. inhibition, % at 20 µM. hit rate 0.03% among 200,000. AID 1135;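 active = over 50% inhibition of tissue-nonspecific alkaline phosphatase at 20 µM in the single-dose screen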;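 note: plate controls were DMSO wells for no effect and EDTA-quenched wells as full inhibition for full effect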
The depositor's hits bear a star. Compounds as they come; any-hit rate near 1.7%.

smiles | TNAP inh noacc | Diaph inh CS | PMI act hi M6P | TNAP act hi DEA | G6PDH counter | Efa HMGR inh | PMI activator | Diaph act CS | FLuc stim CS | TNAP inh hiacc
CCOc1ccc(C(C)=O)cc1CSc1nnc(-c2ccoc2C)n1N | -14.2 | 16.5 | 1.2 | 1 | -0.2 | -0.4 | 1.1 | 0.8 | 1.1 | -4.8
COc1cc(OC)cc(C(=O)N2CCN(S(C)(=O)=O)CC2)c1 | -9.4 | 15.6 | 1 | 1 | 1.5 | 0.9 | 0.9 | 0.8 | 1 | -2.3
CC(=O)OC1CC(C)(C)N(OC(=O)c2ccccc2)C(C)(C)C1 | -7.0 | 3.4 | 1 | 1 | 11.9 | 0.8 | 1 | 1 | 1.1 | -1.1
CC(C)CCOCc1nc2sc3c(c2c(=O)[nH]1)CCC(C)C3 (stereo unspecified) | -5.6 | 7.4 | 0.9 | 1 | 10.5 | -7.7 | 0.9 | 0.9 | 1 | 2.7
CC(=O)c1cc(-c2ccccc2)n(CC(=O)NCc2cccs2)c1C | 0.2 | 12.3 | 0.9 | 1 | 5.9 | -1.5 | 1 | 0.9 | 1.1 | -3.0
COc1ccc(OC)c(NC(=O)[C@H]2CC=CC[C@H]2C(=O)O)c1 | -2.0 | 7.4 | 0.8 | 1 | -2.4 | -7.8 | 0.9 | 0.9 | 1 | 1.4
COc1ccc2[nH]c(=O)c(CN(CCc3cccc(C)c3)C(C)=O)cc2c1 | -12.9 | 13.9 | 1 | 0.9 | -2.0 | -5.4 | 0.9 | 0.9 | 1 | 6.1
O=C(NCCN1CCCC1)c1ccc2c(=O)n(CCc3ccccc3)c(=O)[nH]c2c1 | 2.2 | -16.7 | 1.1 | 1.1 | 2.7 | 2.1 | 1.1 | 1.2 | 1.1 | -5.2
COc1cccc(OC)c1OCCCOc1cccc2cccnc12 | -6.9 | -6.5 | 0.9 | 1 | 5.2 | 4.8 | 1 | 1.1 | 0.7 | -2.6
O=C(Nc1ccc2nc(-c3ccc(Br)o3)[nH]c2c1)c1cccs1 | -6.0 | 16.8 | 0.9 | 1 | 6.3 | -1.2 | 1 | 0.8 | 0.7 | -0.6
C=CCN(c1ccc(C(=O)NCCc2ccccc2)cc1)S(C)(=O)=O | -14.6 | -2.1 | 1 | 1 | 5.8 | -5.1 | 1 | 1 | 1 | -3.5
Clc1ncc2[nH]cnc2n1 | -13.4 | 13.8 | 0.9 | 1.1 | 3.5 | 2.4 | 1 | 0.9 | 1.1 | -5.6
CCOC(=O)c1c(NC(=O)CS(=O)(=O)c2cn(CC)c3ccccc23)sc2c1CCCC2 | -5.8 | 31.1 | 0.8 | 1.1 | 15.3 | 1.5 | 0.8 | 0.7 | 1.1 | -6.2
O=C(COc1cccc2cccnc12)N/N=C1\SCC(=O)N1CCc1ccccc1 | -0.4 | 1.5 | 1.1 | 1 | 9.4 | -10.6 | 1 | 1 | 1 | -1.9
O=C(O)CCC(=O)NNC(=O)c1ccc(-c2ccccc2)cc1 | -8.0 | 16.3 | 1 | 1.1 | 3.7 | -11.1 | 1.1 | 0.8 | 0.9 | -5.8
CCCC(C)c1nnc(NC(=O)CS(=O)(=O)Cc2ccccc2)s1 (stereo unspecified) | -11.1 | 9.9 | 0.9 | 1 | 3.6 | 4.3 | 0.7 | 0.9 | 1 | -2.9
COC(=O)CCC(=O)Nc1cccc2ccccc12 | -4.9 | 6.8 | 1 | 1.1 | 5.6 | -5.7 | 1 | 0.9 | 1.1 | -6.2
COc1ccc(/C=N/N2CCOCC2)cc1COc1ccc(F)cc1 | -11.2 | 11.3 | 0.8 | 1.1 | 17.4 | -4.1 | 0.9 | 0.9 | 1 | -6.1
COP(=O)(OC)C(Nc1cc(Cl)cc(Cl)c1)c1cccc(O)c1 (stereo unspecified) | -7.9 | 13.2 | 1 | 1 | 0.3 | 0.6 | 1 | 0.9 | 1.1 | -3.0
CN(C(=O)c1ccccn1)c1nnc(-c2cnccn2)s1 | -7.2 | -7.4 | 1 | 1 | 3.3 | 3.6 | 1 | 1.1 | 0.8 | -2.4
Cc1cccc(NC(=O)Cn2cnc3c(oc4ccccc43)c2=O)c1C | -4.6 | -11.1 | 1 | 1 | 2.7 | 4.8 | 1 | 1.1 | 1 | -0.2
Cc1cccc(NC(=S)NN(Cc2ccccc2)c2ccccc2)c1C | -9.8 | 6.4 | 1 | 1 | -1.3 | -2.1 | 1 | 0.9 | 1.1 | -2.3
CC(Sc1nncs1)C(=O)NCC(=O)Nc1ccc(F)c(F)c1F (stereo unspecified) | -19.2 | 4.7 | 0.9 | 1.1 | -3.5 | -1.8 | 1 | 1 | 1.1 | -9.6
CN(C)S(=O)(=O)c1ccc(C(=O)N2CCN(S(=O)(=O)c3cccs3)CC2)cc1 | -0.7 | 0.0 | 0.9 | 1 | 5.7 | -4.6 | 0.9 | 1 | 1.1 | -4.8
CCCCOC(=O)c1ccc(-c2ccc(/C=N/NC(=S)NCC)o2)cc1 | 0.9 | 7.9 | 1.1 | 1 | 9.1 | -5.3 | 1 | 0.9 | 1 | 0.8
CC(=O)c1ccc(N=Nc2ccc(N(C)C)cc2)cc1 | 21.9 | -2.7 | 1 | 0.8 | -1.6 | -8.4 | 1 | 1 | 0.5 | 15.4
Fc1ccc2c(c1)C(c1cccnc1)=NNC(c1cccs1)=N2 | -6.7 | 5.5 | 1.1 | 1 | 1.2 | 0.4 | 1.1 | 0.9 | 1 | -2.2
CCOC(=O)C/C(C)=N/NC(=O)COc1ccccc1C | -9.1 | 9.8 | 1 | 1 | -4.8 | -4.3 | 0.9 | 0.9 | 1.1 | -3.2
COC(=O)c1ccc(NC(=O)C(OC)c2ccccc2)cc1 (stereo unspecified) | -8.8 | 0.2 | 1 | 1.1 | 9.0 | 2.4 | 1.1 | 1 | 1 | -5.0
Cc1cccc(Nc2nnc(SCc3cc(=O)n4cc(C)ccc4n3)s2)c1 | 6.4 | 10.4 | 1 | 1 | 1.2 | -6.3 | 0.9 | 0.9 | 1 | 2.0
CN1C2CCC1/C(=C\c1ccccc1Cl)C(=O)/C2=C\c1ccccc1Cl | -8.9 | 8.0 | 1 | 1 | 1.8 | -3.6 | 0.9 | 0.9 | 1.1 | -0.8
O=C(N/N=C/c1ccc(N2CCOCC2)o1)c1cccc([N+](=O)[O-])c1 | 17.2 | 75.9* | 0.4 | 1 | 7.5 | -2.6 | 0.2 | 0.2 | 1.1 | 1.2
CCn1cc(/C=N\NC(=O)c2ccc(Cl)cc2)cn1 | -0.8 | 10.3 | 1.1 | 1 | 8.8 | 0.6 | 1.1 | 0.9 | 1 | -4.1
Oc1cccc(/C=N/NC(=S)NCCN2CCOCC2)c1O | -173.8 | 66.3* | 0.5 | 1 | 60.4* | -2.9 | 0.3 | 0.3 | 1 | -3.5
O=C(NCc1ccccn1)c1nnc(Cc2ccc(Cl)cc2)o1 | -5.0 | 2.4 | 1 | 1 | 16.9 | 2.2 | 1.1 | 1 | 1.1 | -2.9
CCN(CC)S(=O)(=O)c1ccc2c(c1)c(=O)c(C(=O)NCCCN(C)c1ccccc1)cn2C | -5.1 | 22.7 | 0.9 | 1.1 | 10.2 | -3.0 | 0.9 | 0.8 | 1.1 | -6.4
COCCCNC(=O)Cn1ncc2ccsc2c1=O | -0.1 | -13.9 | 1.1 | 1.1 | 10.0 | 4.7 | 1.1 | 1.1 | 1.1 | -6.1
Cc1cccc(C(=O)N2CCC(=O)N(C(COCc3ccccc3)Cc3ccccc3)CC2)c1 (stereo unspecified) | -12.6 | 20.4 | 0.9 | 1.1 | 17.0 | 15.5* | 0.9 | 0.8 | 1 | -6.3
O=C(CSc1nnnn1C1CCCCC1)NCc1ccco1 | -9.0 | 5.6 | 1 | 1 | -0.7 | -0.3 | 1 | 0.9 | 1.1 | 0.2
C/C(=N\NC(=O)CCC(=O)Nc1ccccc1)c1cccs1 | -3.1 | 4.0 | 1 | 1 | 2.6 | -1.3 | 1 | 1 | 1 | -0.2

Efa HMGR inh, hit marks shown above
SMILES	TNAP inh noacc	PMI act hi M6P	TNAP act hi DEA	Efa HMGR inh	PMI activator	Diaph act CS	TNAP inh hiacc
Cc1cccc(C(=O)N2CCC(=O)N(C(COCc3ccccc3)Cc3ccccc3)CC2)c1 (stereo unspecified)	-12.6	0.9	1.1	15.5*	0.9	0.8	-6.3

(cont.)
smiles | TNAP inh noacc | Diaph inh CS | PMI act hi M6P | TNAP act hi DEA | G6PDH counter | Efa HMGR inh | PMI activator | Diaph act CS | FLuc stim CS | TNAP inh hiacc
CCOc1ccc(S(=O)(=O)NCCC(=O)NCc2ccco2)cc1 | -13.0 | 1.8 | 1.1 | 1 | 10.1 | 1.3 | 1 | 1 | 1 | -3.9
CCOC(=O)n1c(=O)n(Cc2ccccc2Cl)c2ccccc21 | -12.2 | 20.4 | 1 | 1.1 | -1.5 | -2.9 | 0.9 | 0.8 | 1 | -5.7
Cc1ccoc1C(=O)Nc1ccc(CC(=O)O)cc1 | -12.4 | 14.4 | 0.9 | 1 | 2.8 | 4.0 | 0.9 | 0.9 | 0.4 | -4.8
O=C(Nc1cc(Cl)ccc1Oc1ccccc1)c1cnccn1 | 26.1 | 13.2 | 1 | 1 | 3.3 | -4.2 | 1 | 0.9 | 1.1 | -1.8
O=C(CSCc1ccc([N+](=O)[O-])cc1)Nc1ccccc1C(=O)O | -12.3 | 21.7 | 1 | 1.1 | 5.8 | -5.1 | 1 | 0.8 | 1 | -5.3
CC[n+]1c(C)cc2c(sc3ccccc32)c1C | -14.6 | 5.9 | 1.7 | 1.1 | 1.0 | -1.1 | 1.4 | 0.9 | 1.1 | -8.4
CCCCCCCCC(=O)Nc1cc(C)ccc1OC | -8.7 | 10.6 | 1 | 1 | 10.6 | -5.0 | 1 | 0.9 | 1.1 | -2.7
CCN(c1cccc(C)c1)S(=O)(=O)c1cccc2nsnc12 | -6.7 | 16.4 | 0.9 | 1.1 | 13.7 | -1.3 | 0.8 | 0.8 | 1 | -5.6
CC(C)n1c(=O)c2c(O)cc(=O)oc2c2ccccc21 | -4.7 | 26.1 | 0.9 | 1 | 0.4 | -1.8 | 0.9 | 0.7 | 1.1 | -1.9
O=C(NCc1ccc2c(c1)OCO2)C1CC(=O)N(CCc2ccccc2)C1 (stereo unspecified) | -9.8 | 2.3 | 1 | 1.1 | 8.5 | -0.1 | 1 | 1 | 1 | -5.6
